High-throughput results: PubChem BioAssay, several laboratories
CIT2 TOR yeast = modulators of CIT2-GFP expression in yeast, primary screen, S. cerevisiae, GFP fusion, multiplex flow cytometry, MLPCN library; 320,000 tested, 0.065% active; GFP response vs DMSO, % at 10 µM; AID 2029, 2009; S. cerevisiae CIT2-GFP strain, 3 h; 100 means same as DMSO wells;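 active = GFP response relative to DMSO above a set limit, near the screen mean plus 3 SD, cut at about 150% in these data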;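 also: ratio of well median GFP fluorescence to mean of DMSO wells on the plate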
GRK2 inh = compounds blocking aptamer binding on GRK2 – biochemical, human GRK2, bead flow cytometry, HTS, primary screen. 330,000 tested, 0.59% active. FAM-aptamer displacement from GRK2. inhibition of aptamer binding, % at 10 µM;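 active = inhibition of aptamer binding above 40%, roughly 3 SD of noise, on plates passing a quality check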;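 also: median bead fluorescence of bound FAM aptamer so fluorescent compounds give negative values; no value below 0 was filed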
GLD-1 TGE inh = GLD-1/TGE RNA complex disruptors, primary screen, biochemical, fluorescence polarization; Female germline-specific tumor suppressor gld-1 (Caenorhabditis elegans), Q17339; purified GLD-1 + fluorescein TGE RNA; inhibition, % at 5.96 µM; 320,000 tested, 0.44% active;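 active = percent inhibition above a per-plate cutoff, the plate mean of test compounds plus 3 SD, cut at about 30% in these data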;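 also: 0% = DMSO wells with GLD-1 and probe and 100% = wells lacking GLD-1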
Target sequence (Q17339 whole entry, looked up): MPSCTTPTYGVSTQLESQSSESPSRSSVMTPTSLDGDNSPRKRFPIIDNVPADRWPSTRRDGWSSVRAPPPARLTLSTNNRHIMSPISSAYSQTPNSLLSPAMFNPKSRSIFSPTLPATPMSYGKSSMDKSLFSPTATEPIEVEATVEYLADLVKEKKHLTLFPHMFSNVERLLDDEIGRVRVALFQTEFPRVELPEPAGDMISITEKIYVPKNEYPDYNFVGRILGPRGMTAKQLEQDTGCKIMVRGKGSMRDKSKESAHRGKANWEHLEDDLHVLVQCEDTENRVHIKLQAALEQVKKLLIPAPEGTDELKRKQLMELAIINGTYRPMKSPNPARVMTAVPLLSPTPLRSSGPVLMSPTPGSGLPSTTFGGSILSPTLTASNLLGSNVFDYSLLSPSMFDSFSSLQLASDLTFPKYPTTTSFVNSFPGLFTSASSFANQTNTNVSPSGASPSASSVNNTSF
MCL1-BIM inh = inhibitors of MCL1 binding to BIM-BH3, primary screen, biochemical, fluorescence polarization; Induced myeloid leukemia cell differentiation protein Mcl-1 (Homo sapiens), Q07820; GST-MCL1 / FITC-Bim-BH3 fluorescence polarization; inhibition, % at 10.9 µM; 320,000 tested, 0.68% active;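 active = inhibition above the mean inhibition of all tested compounds plus 3 SD, set per campaign, cut at about 40% in these data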;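 also: 0% = DMSO wells and 100% = unlabeled Bim-BH3 peptide control; higher means more loss of mP so more displacement of Bim peptide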
Target sequence (Q07820 whole entry, looked up): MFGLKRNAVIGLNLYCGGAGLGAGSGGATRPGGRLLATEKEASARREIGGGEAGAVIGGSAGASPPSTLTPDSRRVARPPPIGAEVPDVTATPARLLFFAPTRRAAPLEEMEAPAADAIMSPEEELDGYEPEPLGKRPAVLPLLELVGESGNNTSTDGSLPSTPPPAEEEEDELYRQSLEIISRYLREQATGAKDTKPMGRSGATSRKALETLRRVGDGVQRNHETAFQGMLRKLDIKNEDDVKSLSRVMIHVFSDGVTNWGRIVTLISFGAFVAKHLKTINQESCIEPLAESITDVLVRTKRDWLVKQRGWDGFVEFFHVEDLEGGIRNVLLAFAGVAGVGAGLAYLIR
MEX-5 binding = MEX-5 zinc finger RNA-binding disruptors – biochemical, C. elegans, fluorescence polarization, MLPCN library, primary screen. AID 1832, 2009. MEX-5/FITC-TCR2 RNA binding; active compounds read low. 300,000 tested, 0.38% active. Zinc finger protein mex-5 (Caenorhabditis elegans), Q9XUB2. activity score (negative = inhibition of binding), % at 10 µM;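 active = inhibition past about -25% in most replicates, and total fluorescence under double the plate's negative control median, limit read from the data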;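 also: 0% = DMSO and -100% = 5 µM competing unlabeled TCR2 RNA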
AGP1 TOR yeast = modulators of AGP1-GFP expression in yeast TOR pathway, primary screen, cell-based, multiplex flow cytometry, S. cerevisiae, MLPCN library | 3 h; GFP as percent of DMSO wells | GFP response vs DMSO, % at 10 µM | 320,000 tested, 0.02% active;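 active = GFP response relative to DMSO above a set limit, near screen average plus 3 SD, cut at about 150% in these data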;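 also: median GFP channel fluorescence of the gated AGP1 strain per well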
BCLXL inh = inhibitors of human Bcl-xL, primary screen, biochemical, fluorescence polarization, HTS; inhibition, % at 10.9 µM; AID 2129, 2009; 320,000 tested, 0.7% active; GST-Bcl-xL / FITC-Bim BH3 peptide fluorescence polarization;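 active = inhibition above the mean of all tested compounds plus 3 SD, cutoff set per campaign, cut at about 30% in these data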;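 also: 0% = DMSO wells and 100% = unlabeled Bim-BH3 peptide competitor; inhibitors lower millipolarization by displacing the labeled peptide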
Target sequence (Q07817 whole entry, looked up): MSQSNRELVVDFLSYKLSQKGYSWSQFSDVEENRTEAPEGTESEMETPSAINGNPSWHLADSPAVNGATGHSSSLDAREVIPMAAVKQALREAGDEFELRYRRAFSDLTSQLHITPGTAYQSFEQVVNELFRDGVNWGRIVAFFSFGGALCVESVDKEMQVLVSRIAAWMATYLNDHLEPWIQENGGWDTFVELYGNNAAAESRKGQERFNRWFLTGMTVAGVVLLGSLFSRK
VLA-4 inh = inhibition in human VLA-4 binding assay, primary screen, VLA-4 allosteric modulator project, MLPCN library, flow cytometry, VLA-4 expressing cells | Integrin alpha-4 (Homo sapiens), P13612 | ligand binding flow cytometry | inhibition, % (about 7 µM as worked out from the volumes in the protocol) | 330,000 tested, 0.2% active; in the data active = inhibition above about 50%
CR mimetic SO = reduction of superoxide in aged yeast, primary screen, HTS | S. cerevisiae aged cells, superoxide DHE fluorescence; active compounds read low | superoxide response (% of plate mean), % at 10 µM | 330,000 tested, 0.18% active;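 active = superoxide response under a set limit, about three screen SD below normal, cut at about 65% in these data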;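 also: yeast aged for seven days with compound at 30 °C before DHE staining; 100% = average MFI of all compound-treated wells on the plate with controls excluded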
* hit, by the source's call; nt = no result given; [ ] = another dose, or the depositor's remark.

SMILES	CIT2 TOR yeast	GRK2 inh	GLD-1 TGE inh	MCL1-BIM inh	MEX-5 binding	AGP1 TOR yeast	BCLXL inh	VLA-4 inh	CR mimetic SO
Cc1ccccc1N1CCN(Cc2nc(Cc3ccccc3)no2)CC1	105	0	2	2	0.7	101	7	4	113
COc1ccc(C(=O)Cc2cc3cccc(OC)c3oc2=O)cc1	108	3	-1	5	2.0	99	5	7	83
O=C1Nc2ccc(Br)cc2C1(O)c1ccc(F)cc1 (centres undefined)	90	0	1	-1	0.9	95	1	7	92
Nn1c(CN2CCCCC2)nc2ccccc2c1=O	nt	0	8	3	-1.6	97	1	5	87
Cc1ccc(/C(O)=C2/C(=O)C(=O)N(CCN3CCOCC3)C2c2ccccn2)cc1 (centres undefined)	nt	3	8	11	-2.8	100	7	20	89
COc1ccc(-c2cc3nnc(-c4ccccc4)nc3s2)cc1	100	1	3	-1	-0.2	101	4	5	106
O=C(CN1CCc2[nH]c3ccccc3c2C1)N1CCCCC1	98	1	11	12	-0.5	101	10	17	108
COc1ccc(-c2nc3n(c2Br)CCC3)cc1	91	4	-2	5	-4.1	94	4	-8	93
CCOC(=O)c1sc(NC(=O)CSc2nncn2C)nc1C	99	0	-2	-4	-1.3	106	0	0	99
Cc1ccc(S(=O)(=O)NCc2ccc(C(=O)NCCCN3CCC(Cc4ccccc4)CC3)cc2)cc1	93	0	1	-2	1.6	91	2	7	101
O=c1c2ccccc2nc(/C=C/c2cccc(Br)c2)n1CCCO	86	0	-7	1	1.8	94	-1	17	95
CCOc1cc(-c2nc(-c3ccncc3)no2)cc(OCC)c1OCC	90	3	-3	0	-1.0	61	1	7	116
CCn1ncc(CNC(=O)CCSc2nc(-c3ccco3)cc(C(F)(F)F)n2)c1C	97	1	5	-2	1.2	102	6	1	92
CC(=O)c1ccc(S(=O)(=O)Nc2ccc(-n3cnnn3)cc2)cc1	101	5	1	11	nt	108	6	17	96
CCOC(=O)c1ccc(-n2cccc2/C=C2\NC(=O)NC2=O)cc1	102	0	0	-4	nt	103	-3	10	107
O=C(Nc1ccccc1C(=O)N1CCOCC1)c1ccc(F)cc1	89	1	-5	0	1.5	93	-1	1	107
O=C(NCC(=O)N(c1ccc(F)cc1)C(C(=O)NC1CCCCC1)c1cccnc1)c1ccco1 (centres undefined)	101	0	-2	3	-2.6	102	6	20	95
Cc1ccc(S(=O)(=O)/N=C2/C=C(Sc3ncn[nH]3)C(=O)c3ccccc32)cc1	104	0	31	38	nt	99	30	12	171
O=C(C1CCCC1)N(c1ccccc1)C1C=CS(=O)(=O)C1 (centres undefined)	101	0	-1	8	1.8	98	4	3	99
Cc1cc2cc3c(cc2nc1SCC(=O)Nc1ccccc1)CCC3	104	0	1	0	1.9	105	5	9	112
Cc1ccc(OCCC(=O)OCC(=O)NC(=O)c2ccccc2)cc1	97	0	-7	-1	2.0	107	-2	2	96
O=C(NCCO)c1cc2ccccc2cc1O	105	0	8	1	-2.3	109	3	3	102
O=[N+]([O-])c1c(Nc2ccccc2O)ccc2nonc12	93	1	-4	12	-1.6	100	5	-9	109
Cc1ccc(C(=O)Nc2ccccc2Cl)cc1	103	0	2	5	-0.4	96	3	4	97
O=C(Nc1ccccc1)[C@@H]1CC=C[C@@H]2CCN(Cc3ccc(Cl)c(Cl)c3)C(=O)[C@@H]21	98	3	4	8	2.2	91	3	3	103
COc1ccccc1NS(=O)(=O)c1cc(NC(=O)Nc2ccccc2)ccc1N1CCCCC1	100	0	4	-6	nt	97	3	15	114
COc1ccccc1CNS(=O)(=O)c1ccc(-n2cnnn2)c(C)c1	100	1	7	1	1.5	97	2	-6	96
O=C(NC(=S)N1CCCCC1c1cccnc1)c1ccc(F)cc1 (centres undefined)	102	0	5	12	-2.6	100	10	0	96
COc1ccc(CCC(=O)NCc2cn3ccsc3n2)cc1	98	5	5	0	-1.2	101	0	5	87
[N-]=[N+]=CC(=O)CC(c1ccccc1)N1C(=O)c2ccccc2C1=O (centres undefined)	100	9	8	7	0.1	102	9	-14	161
COC(=O)c1ccccc1Oc1ccc(NC(=O)CCCl)cc1	97	2	-1	1	-0.5	100	-9	10	107
Cc1sc2ncnc(Sc3ccccc3C(=O)Nc3ccc(C#N)cc3)c2c1C	nt	0	3	14	-1.5	nt	5	-15	97
O=C(O)c1ccc(C(=O)c2ccc3c(c2)C(=O)N(CC2CCCO2)C3=O)cc1 (centres undefined)	103	0	-4	5	-2.2	95	1	3	102
CCS(=O)(=O)N1CCC(N2CCN(c3ccccc3)CC2)CC1	104	1	3	1	0.4	100	3	1	98
COCCn1c(SCC(=O)NNC(=O)Cc2ccccc2)nc2ccccc2c1=O	110	2	-3	-4	1.8	117	-1	23	102
COc1ccc(NC(=S)/N=C(\N)Nc2nc(C)c3ccccc3n2)cc1	97	0	8	13	nt	106	8	-7	79
CC(c1ccco1)N(C(=O)C12CC3(C)CC(C)(CC(C)(C3)C1)C2)c1ccccn1 (centres undefined)	94	0	-1	5	-0.4	98	6	3	108
CCC(=O)Nc1ccc2c(c1)nc(CCN1CCCCC1)n2C	95	1	-1	3	0.8	95	7	-1	79
CC1CC2(CCCC2)N(C(=O)c2ccccc2)Cc2ccccc21 (centres undefined)	106	nt	3	1	-1.3	100	-2	2	116
O=C(Nc1ccc(N2CCN(C(=O)c3ccccc3)CC2)c(Cl)c1)c1ccc(Br)o1	84	2	3	8	0.4	96	5	-51	85
Cc1nnc(SCC(=O)NNC(=O)C(C)C)[nH]c1=O	101	0	1	7	-1.3	100	5	8	99
CCN(C(=O)COC(=O)CN1C(=O)c2ccccc2C1=O)c1ccccc1	101	3	6	nt	nt	111	nt	24	90
Cc1c(Cl)cccc1NC(=O)NCCCN1CCCC1=O	101	0	-4	-2	1.2	101	6	-5	105
CCOC(=O)COc1c(/C=N\O)cc(Cl)cc1OC	103	6	-10	2	-1.9	101	0	-1	104
CN1c2ccccc2C(=O)NC1c1ccc([N+](=O)[O-])s1 (centres undefined)	97	0	-6	3	-2.1	94	0	1	117
COc1ccc(Cl)c(OC)c1C(=O)NC(=O)Nc1nc(C)nc(C)n1	130[may fluoresce green]	2	-5	6	2.0	107[may fluoresce green]	8	-5	86
Cc1ccc(OCC(=O)N/N=C/c2cccn2C)cc1C	92	0	-4	9	1.4	99	3	-9	83
CCOC(=O)CSc1nnc(CSc2nc3ccccc3c(=O)[nH]2)n1-c1ccccc1	93	0	6	1	1.8	99	8	8	107
COc1cccc(CN(C)CC(=O)Nc2cccc(C(F)(F)F)c2)c1OC	95	1	4	2	1.7	100	7	17	86
Cc1ccc(N(CC(=O)Nc2ccc(S(=O)(=O)N3CCOCC3)cc2)S(C)(=O)=O)cc1C	99	0	3	2	1.7	99	4	0	96
The results go on.
SMILES	CIT2 TOR yeast	GRK2 inh	GLD-1 TGE inh	MCL1-BIM inh	MEX-5 binding	AGP1 TOR yeast	BCLXL inh	VLA-4 inh	CR mimetic SO
CCOC(=O)c1[nH]c(C)c(C(=O)NC2CCCCCC2)c1C	100	0	4	0	-3.0	102	3	25	108
CCS(=O)(=O)Nc1c(C)n(C)n(-c2ccccc2)c1=O	103	0	-1	-7	2.3	99	-2	11	81
O=C(NCc1cn2ccsc2n1)c1cccc(C(F)(F)F)c1	100	10	-7	4	-1.0	102	5	12	107
C#CCOCCOCCOCCNc1nc(N2CCN(C(=O)Cn3cc(CC(C)O)nn3)CC2)nc(N2CCN(C(=O)[C@H](CCCCN)n3cc(CCC(=O)O)nn3)CC2)n1 (some centres undefined)	89	0	-1	-1	-0.6	89	6	8	96
CCc1ccc2nc(-c3cccc(C)c3)nc(SCC(=O)NCC3CCCO3)c2c1 (centres undefined)	112	2	-1	-3	2.8	103	3	-3	101
Cc1[nH]n(-c2ccc([N+](=O)[O-])cc2)c(=O)c1C=NCCN1CCN(C(=O)c2cccc(F)c2)CC1	95	0	4	6	0.4	104	0	8	109
CCOC(=O)c1ccc(NS(=O)(=O)c2ccc3oc(=O)[nH]c3c2)cc1	88	3	-1	8	-4.0	89	7	3	104
O=C(NCc1ccccn1)c1ccc(Cl)c(S(=O)(=O)NCc2ccccc2)c1	101	4	9	2	nt	99	5	-13	121
CCOc1ccc(CCNC(=O)CSc2cc(=O)n(C)c3ccc(Cl)cc23)cc1OCC	99	0	-1	2	0.3	102	4	9	110
C=CCOc1ccc(Br)cc1CNCCO	108	0	-5	5	-1.2	98	3	5	111

For convenience, some entries already given:
SMILES	CIT2 TOR yeast	GRK2 inh	GLD-1 TGE inh	MCL1-BIM inh	MEX-5 binding	AGP1 TOR yeast	BCLXL inh	VLA-4 inh	CR mimetic SO
O=C(NCc1ccccn1)c1ccc(Cl)c(S(=O)(=O)NCc2ccccc2)c1	101	4	9	2	nt	99	5	-13	121
CCOc1ccc(CCNC(=O)CSc2cc(=O)n(C)c3ccc(Cl)cc23)cc1OCC	99	0	-1	2	0.3	102	4	9	110
C=CCOc1ccc(Br)cc1CNCCO	108	0	-5	5	-1.2	98	3	5	111

(continued)
SMILES	CIT2 TOR yeast	GRK2 inh	GLD-1 TGE inh	MCL1-BIM inh	MEX-5 binding	AGP1 TOR yeast	BCLXL inh	VLA-4 inh	CR mimetic SO
CCS(=O)(=O)Nc1cccc(-c2ccc3nnc(C)n3n2)c1	96	0	-11	14	0.4	98	5	5	87
COc1ccc(Cl)c(Cn2c(NCCCO)nc3c2c(=O)n(C)c(=O)n3C)c1	92	1	8	6	-0.1	94	4	6	91
N#Cc1ccsc1NC(=O)COC(=O)c1cc(Br)ccc1O	101	0	-5	-1	-2.0	102	0	-1	109
CCCCC#Cc1ccc(C(=O)NNC(=O)Nc2ccccc2)o1	104	4	3	-13	-1.1	101	-3	3	118
CCNc1nc(NCC)nc(N/N=C/c2ccc(N(C)C)cc2)n1	100	0	3	3	1.2	100	2	-6	78
Cc1cc(C)cc(NC(=O)CCc2nc3ccccc3[nH]2)c1	96	0	4	3	-3.7	nt	0	20	100
Fc1ccc(-c2cc3nc(-c4ccccc4)cc(N4CCOCC4)n3n2)cc1	100	0	4	3	0.5	107	4	2	101
Cc1ccc(CNC(=O)Cn2nnc(C(=O)Nc3cccc(C)c3C)c2N)cc1	102	0	4	-3	0.3	111	4	-5	105
COc1cc(C=O)ccc1OCC(=O)Nc1ccccc1N1CCOCC1	108	1	nt	nt	0.1	96	nt	4	96
CN(Cc1nccn1C)C(=O)CC1C(=O)NCCN1Cc1ccccc1C(F)(F)F (centres undefined)	109	0	4	17	-1.6	113	14	-5	94
Cc1noc(C)c1C(=O)NCC1COc2ccccc2O1 (centres undefined)	104	1	-4	-7	nt	102	-7	15	100
O=C(CCCc1ccccc1)NCCc1ccccc1	106	0	-1	11	-0.6	109	0	5	104
CC(C)NC(=O)N(C)C[C@H]1Oc2c(NC(=O)C3CCCCC3)cccc2C(=O)N([C@H](C)CO)C[C@@H]1C	107	0	0	nt	nt	100	nt	-2	103
NC(=O)c1ccc(-c2nnn(CC(=O)N(C3CCCC3)C3CCS(=O)(=O)C3)n2)cc1 (centres undefined)	96	0	-1	-12	nt	95	4	18	83
